Pf growth 48h – inhibits P. falciparum growth in the first generation, 48 h; 5.9% of 310,000 active; Potency, µM (doses to about 28.7 µM), inactives show top-dose activity change, negative = inhibition, usual class: inhibitors; P. falciparum luciferase growth in erythrocytes, 48 h; AID 504832; note: potency is the fitted concentration of half-maximal effect; % is set by controls: 0 for no effect and ±100 for the full control effect
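First compound was added to culture medium, then infected red cells at 0.1% parasitemia and 2% hematocrit (final). After incubation at 37 C under 5% CO2, luciferase detection reagent was dispensed and light output recorded.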
Pf growth 96h – P. falciparum growth inhibition at 96 hour, primary screen for plastid delayed-death inhibitors; Potency, µM (highest dose often 28.7 µM), for the others: at the highest dose activity change, negative = inhibition, hits mostly inhibitors; AID 504834; 6.9% of 320,000 active; P. falciparum luciferase reporter growth, 96 h; note: potency is the fitted concentration of half-maximal effect; % is set by controls: 0 for no effect and ±100 for the full control effect
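P. falciparum expressing integrated firefly luciferase grown in erythrocytes (2% hematocrit, 0.05% parasitemia final) with compounds for 96 hours at 37 C, 5% CO2. Growth inhibition read as loss of luminescence after adding luciferase detection reagent.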
Giardia FBPA inh – blocks Giardia fructose-bisphosphate aldolase activity. 0.71% of 290,000 active. A8B2U2. purified Giardia FBPA. Potency, µM (titrated, usually from 59.6 µM), without a hit: top-dose activity, negative = inhibition, actives largely listed as inhibitors; note: potency is the fitted concentration of half-maximal effect; % is set by controls: 0 for no effect and ±100 for the full control effect; nearly all actives have a fitted effect of over 55% in size
Target sequence (A8B2U2 whole entry, looked up): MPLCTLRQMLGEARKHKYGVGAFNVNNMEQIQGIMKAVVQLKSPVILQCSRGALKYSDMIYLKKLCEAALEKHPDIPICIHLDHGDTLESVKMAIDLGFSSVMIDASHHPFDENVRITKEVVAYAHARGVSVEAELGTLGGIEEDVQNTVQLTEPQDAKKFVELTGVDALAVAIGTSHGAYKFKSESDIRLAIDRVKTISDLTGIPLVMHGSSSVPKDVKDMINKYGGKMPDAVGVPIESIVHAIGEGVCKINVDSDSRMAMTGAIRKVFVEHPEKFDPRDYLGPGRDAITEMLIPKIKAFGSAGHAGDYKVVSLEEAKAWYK
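40 nM FBPA preincubated 10 min at RT with compound (up to 57.5 uM final), then substrate plus GAPDH/TPI/NAD/arsenate coupling and diaphorase/resazurin added. Fluorescence read after 20 min at RT, 525/598 nm.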
Shiga inhibitor – inhibitors of Shiga toxin in Vero cells | Vero cells, Shiga toxin protein synthesis inhibition reporter | inhibition, % at 38.7 µM | 9.2% of 290,000 active; in the data active = inhibition mostly above about 28%, no sharp cut-off; inactive = mostly below about 43%; note: 0% is about no effect
HCV inh – HCV inhibition; Potency, µM (doses to about 41.8 µM), inactives show top-dose activity change, negative = inhibition, actives largely listed as inhibitors; AID 651820; Huh7.5.1 HCVcc-Cre infection, luciferase reporter, 44 h; 3.4% of 340,000 active; note: potency is the fitted concentration of half-maximal effect; % is set by controls: 0 for no effect and ±100 for the full control effect
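Infectious HCVcc-Cre (~0.5 moi) was added to cells just after compound, with cells seeded 4 h earlier at 1,000 per well. Luciferase activity after 44 h culture reported infection; substrate was incubated 15 min at room temperature before reading.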
Cycloheximide cs – counter-screen for Shiga toxin inhibitors: cycloheximide protein synthesis inhibition. cell reporter, cycloheximide protein synthesis inhibition counterscreen. max response, %. 12% of 300,000 active. AID 2314; in the data active = max response mostly above about 13%, no sharp cut-off; inactive = mostly below about 14%; note: read at 38.3 µM for the half of the compounds with a filed dose; 0% is about no effect
Active calls of the source: *; ? = inconclusive; . = no result given; [ ] = dose if it differs, or a comment. Unless noted, calls come from the whole dose curve; as a rule, active = well fitted curve in the direction sought with a large enough effect; inconclusive = small, poorly fitted or top-dose-only effect, or another doubt; inactive = no such curve, though single readings can be large; an effect the other way counts as inactive or inconclusive.

Below each compound: Pf growth 48h	Pf growth 96h	Giardia FBPA inh	Shiga inhibitor	HCV inh	Cycloheximide cs
- C=CCn1c(=O)c2c(nc3n2CCCN3Cc2ccccc2)n(C)c1=O
 : ?	-25%	0%	-17	18%	4
- O=C(N/N=C/c1cccc2cccnc12)c1ccccc1O
 : ?	0%	?	84*	?	32*
- O=C1/C(=C/c2cccnc2)SC(=S)N1Nc1ccccc1
 : ?	?	-16%	-3	8%	0
- O=S(=O)(c1cnc(Cl)c(Br)c1)N1CCCCCC1
 : -7%	-2%	8%	-4	?	-3
- N#CCCn1c(-c2nonc2NC(=O)c2ccccc2Cl)nc2ccccc21
 : ?	-57%	7%	-7	2%	-1
- CSc1nc2[nH]ncc2c(=O)n1-c1ccccc1
 : 17%	25%	-1%	-6	5%	-3
- C=CCN1/C(=C(\C#N)C2=NS(=O)(=O)c3ccccc32)N(C)c2ccccc21
 : .	-27%	-10%	-21	-16%	-2
- O=c1c(C=NCCN2CCNCC2)c(O)n(C2CCCCC2)c(=O)n1C1CCCCC1
 : 13µM*	?	0%	-15	?	-4
- CCN1CCN(C(=S)Nc2cccc(C(F)(F)F)c2)CC1
 : 19%	9.3µM*	1%	-2	-2%	1
- Cn1c(CNC(=O)c2cccs2)nnc1SCC(=O)Nc1ccc(Cl)cc1
 : 12µM*	?	11%	5	-5%	-2
- CCc1ccccc1NC(=O)C1=CC(c2cccs2)=NS(=O)(=O)N1C
 : ?	12%	-10%	-3	-15%	-1
- O=C(O)c1cccc([N+](=O)[O-])c1C(=O)Nc1nc2ccccc2s1
 : 10%	47%[activator]	0%	34	11%	6
- O=C(CC1CCCCC1)NCC1CCCO1 (stereo not drawn)
 : 37%[activator]	.	4%	17	23%	2
- CCN(CC)C(=O)c1ccc(NC(=O)c2ccc(N3CCCC3=O)cc2)cc1
 : -27%	-48%	.	.	5%	.
- CCOC(=O)C1=C(C)NC(=O)NC1c1ccc([N+](=O)[O-])o1 (stereo not drawn)
 : 12%	25%	-5%	20	15%	2
- O=c1c2c3c(sc2nc2sc(CN4CCCCC4)cn12)CCCC3
 : 10%	.	2%	-8	-4%	1
- CCOC(=O)c1cc(-c2ccccc2)n(CCC(=O)N2CCN(c3ccccc3OC)CC2)c1C
 : 9.3µM*	?	-3%	-4	?	-5
- COc1cc(/C=N/NC(=O)c2cnn3c(C)cc(-c4ccccc4)nc23)ccc1O
 : ?	?	7%	-19	-19%	1
- CC(C)OC(=O)CSc1nnc(-c2ccccc2)n1N
 : 8%	.	6%	-10	0%	-4
- CC1(C)CC(=O)C=C(NCCN2CCN(C(=O)Nc3ccc(Cl)c(Cl)c3)CC2)C1
 : ?	-3%	-1%	-9	-14%	-4
- CC1(C(=O)OCC(=O)Nc2nc(-c3ccc(F)c(F)c3)cs2)CC1(Cl)Cl (stereo not drawn)
 : 5%	35%[activator]	4%	54*	?	13
- O=C(CCCc1c[nH]c2ccccc12)Nc1ccc2ccccc2c1
 : -9%	-20%	2%	68*	-10%	38*
- O=C1CSc2ccc(C(=O)Nc3cccc(S(=O)(=O)Nc4ccc(Br)cc4)c3)cc2N1
 : -6%	-18%	-8%	-12	10µM*	-2
- CCOC(=O)n1c(=O)n(Cc2cccc(C)c2)c2ccccc21
 : ?	1%	6%	43	-13%	2
- CCSc1n[nH]c2nc3c(c(=O)n12)C1(CCCC1)Cc1ccccc1-3
 : 31%[activator]	128%[activator]	-5%	-15	10%	-3
- COc1ccc(C)cc1NC(=O)NC1CCN(Cc2ccccc2)CC1
 : ?	2%	2%	-9	?	-2
- O=C1c2ccccc2-c2cccnc21
 : .	23%	-9%	-4	-3%	-5
- COc1ccccc1N(CC(=O)Nc1ccccc1C)S(C)(=O)=O
 : -27%	54%[activator]	-1%	-3	5%	-5
- Cc1coc2cc3oc(=O)c(CCC(=O)NC4CC4)c(C)c3cc12
 : ?	?	-4%	14	?	11
- COc1ccc(-n2c(NC(=O)c3ccco3)c(C#N)c3nc4ccccc4nc32)cc1
 : ?	?	?	-7	15%	-3
- COc1ccc(C(=O)c2coc3ccc(O)c(CN(C)C)c23)cc1
 : .	?	-3%	23	-20%	-1
- O=C(Nc1ccc(Br)cc1)N1CCCCCC1
 : 70%[activator]	0%	-1%	98*	0%	55*
- N#Cc1c(Cl)nc2c(c1C#N)CCCC2
 : 8%	-7%	8%	-5	-20%	-3
- O=C(COC(=O)/C=C/c1cccc(Cl)c1)NC1CC1
 : 18%	?	.	.	17%	.
- CC(C)CN1C(=S)SC(C)(C)C1n1oc(=O)n(-c2ccccc2)c1=O (stereo not drawn)
 : 0%	?	0%	10	-7%	5
- Cc1ccc(CNC(=O)C(=O)NCC2CCCO2)cc1 (stereo not drawn)
 : 21%	0%	-2%	14	4%	12
- CSc1ccc(Cl)c(C(=O)NCc2ccco2)c1
 : 7%	-10%	5%	-13	-2%	6
- COc1ccccc1CN1CC(C(=O)N(C)CCCn2nc(C)cc2C)CCC1=O (stereo not drawn)
 : -16%	-16%	.	-6	0%	27
- COc1ccc(OCc2cc(C(=O)N3C[C@H]4CC[C@H]3C4)no2)c(Cl)c1
 : 43%[activator]	4%	.	88*	-26%	36*
- COc1ccc(NC(=O)c2cn(CCC#N)nc2-c2cc3ccccc3o2)cc1
 : -24%	-22%[5.75 µM]	3%	-1	-24%	-4
- COC(=O)c1ccc(/C=N/n2cnnc2)cc1
 : .	?	1%	-8	2%	-2
- CC(C(=O)c1ccc(-c2ccccc2)cc1)[n+]1ccccc1 (stereo not drawn)
 : 8.3µM*	2.3µM*	2%	-29	?	-6
- COc1cc(Cl)cc(NC(=O)CCN2CCN(C)CC2)c1
 : 26%	3%	13%	2	?	1
- Cc1cc(=O)oc2cc(OCC(=O)c3ccc4c(c3)NC(=O)CO4)ccc12
 : 33%[activator]	2%	-2%	-12	7%	8
- Cn1cc([N+](=O)[O-])c(C(=O)Nc2cnn(Cc3ccc(F)cc3)c2)n1
 : 16%	9%	0%	8	-5%	9
- Cc1ccc2cc(CN(Cc3ccco3)C(=S)NCC3CCCO3)c(=O)[nH]c2c1 (stereo not drawn)
 : -4%	3.7µM*	-16%	-5	-16%	1
- N#C/C(=N\O)c1nc2ccccc2s1
 : 4%	46%[activator]	20%	9	2%	0
- CCc1c(C)nc(SCc2ccccn2)[nH]c1=O
 : -2%	44%[activator]	-8%	34	7%	19
- CCCNC(=O)c1nnsc1S(=O)c1ccc(Cl)cc1 (stereo not drawn)
 : ?	?	-23%	18	?	36*
- C=CCn1c(=O)c2ccccc2n2c(SCC(=O)NC(C)C)nnc12
 : -10%	25%	-26%	-3	11%	1
- CCCCNC(=S)N1CCn2cccc2C1c1ccccc1 (stereo not drawn)
 : 4.7µM*	?	-6%	3	-4%	0
- O=C(N/N=C/c1sc2ccccc2c1O)c1cccc2ccccc12
 : ?	-120%	-4%	40	1.8µM*	25*
- O=C(CCl)NCc1cc(-c2ccc(Cl)cc2)no1
 : 2.1µM*	2.9µM*	4%	29	11µM*	16*
- COc1ccc(Cl)cc1NC(=O)NCCN1CCCCC1
 : 14%	35%[activator]	0%	-7	-21%	-3
- CN(CC(=O)Nc1ccccc1C(=O)NC1CC1)Cc1ccc(Cl)cc1
 : ?	?	.	.	?	.
- CC(/C=C/c1ccco1)=N\NC(=O)COc1ccc(C)c(C)c1
 : 31%[activator]	3%	-11%	20	3%	16
- CCN(CC)S(=O)(=O)c1ccc(S(=O)(=O)Nc2ccc3c(c2)oc2ccccc23)cc1
 : 9%	.	0%	-9	11%	2
- COc1ccc(CCC(=O)NNC(=O)Nc2ccc(C(C)=O)cc2)cc1
 : 13%	59%[activator]	5%	-5	3%	5
- CN(CC(=O)Nc1cccnc1)S(=O)(=O)c1ccc(Br)cc1
 : -1%	1%	.	-34	28%	-1
- CCOC(=O)c1c(C)nc2c(c1-c1ccccc1)C(=O)CCC2
 : ?	?	7%	-7	-29%	13

Compound profiles, as listed above. Order of values: Pf growth 48h, Pf growth 96h, Giardia FBPA inh, Shiga inhibitor, HCV inh, Cycloheximide cs
CCc1c(C)nc(SCc2ccccn2)[nH]c1=O is entered as -2%, 44%[activator], -8%, 34, 7%, 19
CC1(C)CC(=O)C=C(NCCN2CCN(C(=O)Nc3ccc(Cl)c(Cl)c3)CC2)C1 is entered as ?, -3%, -1%, -9, -14%, -4
Cc1coc2cc3oc(=O)c(CCC(=O)NC4CC4)c(C)c3cc12 is entered as ?, ?, -4%, 14, ?, 11
COc1ccc(-n2c(NC(=O)c3ccco3)c(C#N)c3nc4ccccc4nc32)cc1 is entered as ?, ?, ?, -7, 15%, -3

Next entries:
Below each compound: Pf growth 48h	Pf growth 96h	Giardia FBPA inh	Shiga inhibitor	HCV inh	Cycloheximide cs
- CC(Oc1ccc(Cl)cc1Cl)C(=O)NC1CCSC1=O (stereo not drawn)
 : 6%	.	2%	-3	-2%	-2
- Nc1cccc(C(=O)OCC(=O)NC2CCCc3ccccc32)c1 (stereo not drawn)
 : 12µM*	19%	1%	17	-13%	-6
- COc1cccc(OCCn2cc(/C=N/NC(=O)c3ccncc3)c3ccccc32)c1
 : 31%[activator]	31%[activator]	-1%	0	-24%	10
- Cc1ccc(S(=O)(=O)N(C)C)cc1NC(=O)COC(=O)CC1CCCC1
 : -1%	2%	.	.	2%	.
- CCOC(=O)c1sc(N)c(C(N)=O)c1C
 : 33%[activator]	38%[activator]	?	-17	7%	1
- O=C(CCCCCn1c(=S)[nH]c2ccc(N3CCOCC3)cc2c1=O)NCc1ccc(Cl)cc1
 : 8.3µM*	67%[activator]	3%	-2	-19%	8
- Clc1ccccc1-c1ccc(/C=N/Nc2nncc(-c3ccccc3)n2)o1
 : 18%	30%	-4%	26	-21%	8
- Cc1cccc2c(CC(=O)O)noc12
 : -15%	1%	3%	-3	2%	-3
- CCN(CC)C(=O)C1CCN(S(=O)(=O)c2ccc(C3CNC(=O)C3)cc2)CC1 (stereo not drawn)
 : 2%	30%	3%	-1	8%	-3
- COc1cccc(-c2nnc(SCC(=O)N3CCOCC3)o2)c1
 : 47%[activator]	12µM*	4%	32	-6%	22*
- COCCSc1ccccc1C(=O)Nc1cccnc1
 : 1%	.	-3%	-18	-2%	-4
- O=C(CNC(=O)c1ccc(OC(F)F)cc1)NCC1(N2CCOCC2)CCCCC1
 : ?	?	.	.	-14%	.
- Cc1sc2ncnc(N3CCC(C(=O)NNC(=O)COc4ccccc4F)CC3)c2c1C
 : ?	?	.	.	?	.
- COCc1cc(=O)[nH]c2cc(NC(=O)C(F)(F)F)c(C)cc12
 : 54%[activator]	-6%	0%	-10	20%	-1
- CC(=O)Nc1ccc(S(=O)(=O)Nc2cc3c(cc2C(C)=O)OCO3)cc1
 : -5%	-1%	-3%	-20	-29%	-3
- Cn1c(=O)cc(C(=O)N/N=C/c2ccc(F)cc2)[nH]c1=O
 : 9%	23%	16µM*	-9	13%	0
- CCOc1c(OC)cccc1C1CC(=O)Nc2cc(OC)c(OC)cc21 (stereo not drawn)
 : -12%	-26%	-1%	-2	8%	-1
- N#C/C(=C\c1cccc(OCC(=O)O)c1)c1nc2ccccc2[nH]1
 : -8%	?	?	36	14%	25*
- O=C(COc1ccc(-c2ccccc2)cc1)N1CCCC1
 : ?	31%[activator]	-2%	21	-14%	0
- CCC(COC(=O)NC)NC(=O)Oc1ccccc1 (stereo not drawn)
 : 57%[activator]	4.7µM*	-1%	-17	15%	-4
- CCc1ccc(NC(=O)C2CCN(S(C)(=O)=O)CC2)cc1
 : -2%	.	0%	7	-6%	2
- CNC(=O)c1ccc(=O)n(Cc2cccc(C(F)(F)F)c2)c1
 : 2.9µM*	2%	7%	-6	4%	-5
- FC(F)(F)c1cccc(NC(=S)NNC(=S)Nc2ccc(Cl)cc2)c1
 : ?	12µM*	-13%	25	.	3
- CC1=C(C(=O)Nc2ccccc2)S(=O)(=O)CCO1
 : -9%	-6%	4%	32	?	3

Screening data (PubChem)
